# LYP inhibition – PTPN22 lymphoid phosphatase activity blockers – biochemical, fluorescence intensity, uHTS (AID 1779). inhibition, % at 11.5 µM, or IC50 in µM where a hit was titrated. recombinant LYP phosphatase, fluorescence intensity; higher % means a stronger effect. hit rate 0.054% among 290,000; in the data active = inhibition above about 50%;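 also: plate controls were vehicle with enzyme for no effect and no enzyme for full effect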
# WT yeast gro inh – growth inhibition of WT yeast, mitochondrial fusion screen; mitochondrial fusion phenotypic screen, WT strain; inhibition, % at 10 µM; hit rate 2.1% among 190,000; in the data active = inhibition above about 58%; tested in S. cerevisiae
# RSV CPE inhibition – inhibition of RSV-induced cytopathic effect – HEp-2 cells, primary 10 µM value included (AID 2391) | HEp-2 cells, RSV-induced CPE inhibition; higher % means a stronger effect | CPE inhibition, % at 10 µM, or IC50 in µM where a hit was titrated | hit rate 0.13% among 310,000; in the data active = a potency from the dose series; inconclusive = CPE inhibition mostly from about 23% at the one dose, without a potency; inactive = the rest, 99 in 100 with CPE inhibition below about 21%; also: strong numbers were not always called active
# GPR35 antagonists – inhibition of zaprinast-stimulated GPR35 beta-arrestin translocation – imaging, U2OS, beta-arrestin-GFP, zaprinast agonist, primary screen (AID 2058). U2OS GPR35 beta-arrestin-GFP translocation imaging, zaprinast antagonism; higher % means a stronger effect. one-dose inhibition, % at 10 µM; IC50 in µM for titrated hits. hit rate 0.052% among 290,000;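 active = inhibition of at least 50% with at least 30 cells and total cytoplasm GFP at most 10,000,000; inconclusive = under 30 cells or total GFP of 10,000,000 plus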
# UTI89 phage lysis – inhibition of K1F phage lysis, E. coli UTI89, bacterial capsule biogenesis inhibitors, alamar blue (AID 488966); E. coli UTI89 K1F phage lysis, alamar blue, 2 h; higher % means a stronger effect; hit rate 0.02% among 340,000; inhibition, % at 100 µM, or IC50 in µM where a hit was titrated;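 active = phage lysis inhibition, versus mean bacterial control, above a set limit; inconclusive = no clear call, values can overlap the other calls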;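 also: capsule biogenesis inhibitors block K1F phage lysis so surviving cells raise fluorescence; higher fluorescence means more inhibition of phage lysis; actives were called in the ten point dose series up to 300 µM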
# NTR1 ag – agonists of NTR1, primary screen, imaging, U2OS cells, beta-arrestin-GFP, high content (AID 493036) | activation, % at 20 µM | NTR1-U2OS beta-arrestin-GFP spot imaging, agonist mode | hit rate 0.17% among 330,000;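 active = activation at or above 40% of the spot to cytoplasm intensity ratio, with at least 20 cells analyzed; inconclusive = wells under 20 cells, flagged as cytotoxic or low count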;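 also: 0% = DMSO without peptide and 100% = 100 nM NTR1 peptide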
# Target sequence (P30989 whole entry, looked up): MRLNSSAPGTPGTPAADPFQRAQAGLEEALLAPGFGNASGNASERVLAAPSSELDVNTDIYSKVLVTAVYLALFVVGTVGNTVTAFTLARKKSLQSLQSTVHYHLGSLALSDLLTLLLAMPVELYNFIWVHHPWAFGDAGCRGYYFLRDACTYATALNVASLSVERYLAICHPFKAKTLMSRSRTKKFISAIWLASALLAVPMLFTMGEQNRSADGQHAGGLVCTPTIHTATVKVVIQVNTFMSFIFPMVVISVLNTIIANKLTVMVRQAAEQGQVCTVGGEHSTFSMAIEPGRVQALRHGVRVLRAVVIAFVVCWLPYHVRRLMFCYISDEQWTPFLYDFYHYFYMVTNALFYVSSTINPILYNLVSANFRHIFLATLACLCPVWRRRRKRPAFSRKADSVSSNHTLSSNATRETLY
# Autophagy HCS – alters autophagy in cells; calls only at 10 µM (by protocol); hit rate 0.98% among 190,000; MEF GFP-LC3 puncta imaging; test concentration mostly 10 µM;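 active = percentage of spot-positive cells more than 3 SD above its plate mean, without a fluorescence outlier flag or 80% toxicity; inconclusive = no clear call, values can overlap the other calls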;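 also: spot-positive cell cutoff set from DMSO-treated cells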
# NS5 inhibitors – Dengue-2 NS5 methyltransferase inhibitors, primary screen, biochemical, confirmation dose response (AID 588689); Dengue-2 NS5 methyltransferase capping enzyme assay, biochemical; higher % means a stronger effect; hit rate 0.3% among 340,000; inhibition, % at 25 µM, or IC50 in µM where a hit was titrated; in the data active = a potency from the dose series; inconclusive = inhibition above about 29% without an active follow-up result
# AID2073 – inhibitors of Mint1-CaV2.2 protein interaction, biochemical, HTRF (AID 2073); inhibition, % at 20 µM; hits with a dose series show IC50 in µM; HTRF protein-protein interaction, Mint1-CaV2.2; higher % means a stronger effect; hit rate 0.19% among 290,000; in the data active = inhibition mostly above about 51%, no sharp cut-off; inconclusive = no clear call, values can overlap the other calls; inactive = mostly below about 53%; also: some results filed as inactive read as strong as hits
# WT yeast gro inh mutant strain – also measured in WT yeast gro inh; calls as there; inhibition, %; mitochondrial fusion phenotypic screen, mutant strain inhibition
# Autophagy HCS cell loss 18 h – second read-out of Autophagy HCS, no call of its own (marks repeat the call); toxicity, %; measured here: cell loss, nuclei count;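 cell loss after 18 h compound exposure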
# NTR1 ag cell count 20 µM – also measured in NTR1 ag; calls as there; cell count; measured here: cell count, cytotoxicity flag
# NS5 inhibitors pilot replicate – recorded beside NS5 inhibitors, whose call it bears; inhibition, %; measured here: pilot screen replicate inhibition
# Numbers without * were called inactive; i = inactive; ? = inconclusive; . = no result given; + = active, no number; [ ] = remark or other dose. Outcome played no part in choosing rows; about 2.6% have a hit in one of these screens.
SMILES,LYP inhibition,WT yeast gro inh,WT yeast gro inh mutant strain,RSV CPE inhibition,GPR35 antagonists,UTI89 phage lysis,NTR1 ag,NTR1 ag cell count 20 µM,Autophagy HCS,Autophagy HCS cell loss 18 h,NS5 inhibitors,AID2073,others
CCN1C(=O)c2cccc3c(NC(=O)c4ccc(S(=O)(=O)N5CCOCC5)cc4)ccc1c23,3%,-7,-14,2.6%,-5%,0.0%,0.9,61,i,5,-12%,-4%,
COCCn1c(SCC(=O)NC2CCCCC2)nnc1-c1ccncc1,-9%,.,.,0.1%,2%,-0.2%,-0.5,54,.,.,1%,10%,
O=C(CNC(=O)c1cccs1)Nc1ncccc1O,.,.,.,-1.9%,.,0.9%[50 µM],-1.6,63,.,.,3%,.,
Cc1c(=O)n(OCc2ccccn2)c2ccccc2[n+]1[O-],-7%,37,13,1.7%,-5%,1.4%,-2.8,86,i,-4,2%,13%,
CC1CCc2c(sc(NC(=O)/C=C/c3cccs3)c2C(=O)O)C1 (centres undefined),-2%,.,.,18%,9%,-0.2%,1.5,56,.,.,2%,23%,NS5 inhibitors pilot replicate=1.8
Cc1ccc(P(=O)(CC(=O)O)c2ccc(C)cc2)cc1,-4%,-9,-7,2.5%,4%,0.8%,-0.3,77,.,.,-10%,-1%,
COc1ccc(C(C(=O)NCC2CCCO2)N(C(=O)Cn2nnc3ccccc32)c2ccc(NC(C)=O)cc2)c(OC)c1 (centres undefined),-7%,.,.,0.9%,9%,-0.1%,-0.6,52,.,.,-2%,0%,
CN(CC(=O)Nc1ccccc1Cl)C(=O)CSC(=S)N1CCCC1,.,.,.,-2.1%,.,0.5%[50 µM],0.4,60,.,.,-6%,.,
Cc1ccc(CO/N=C/C2=C(Cl)c3ccccc3CC2)cc1,2%,28,12,4.1%,4%,0.2%,1.0,58,i,-5,-3%,19%,
Cc1cc2ccccn2c1C(=O)c1cccc(S(=O)(=O)N2CCOCC2)c1,-7%,-7,-12,?,1%,-0.2%,7.9,70,i,-4,-2%,-6%,
CCOC(=O)N1CCC2(CC1)C(C#N)=C(N)Oc1c2sc2nc(C)cc(C)c12,4%,11,15,6.2%,1%,0.4%[50 µM],32,63,i,3,-6%,0%,
CNc1oc(-c2ccc(C)cc2)nc1P(=O)(c1ccccc1)c1ccccc1,-3%,49,56,16%,-9%,3.2%,7.3,77,i,-16,-7%,-4%,
COC(=O)c1scc(C)c1N/N=C(\C)c1ccc(F)cc1F,-4%,8,12,1.8%,5%,-0.5%,5.3,44,i,-4,-8%,-1%,
CCOc1ccc(C(=O)N/N=C/c2c(C)[nH]c(=O)[nH]c2=O)cc1,0%,.,.,2.1%,2%,.,-0.8,66,.,.,.,-2%,
COc1ccc(C2C3=C(CCCC3=O)Nc3ccc4ncccc4c32)cc1OC (centres undefined),-2%,-7,-2,1.7%,-7%,0.0%,-0.1,67,i,2,-5%,-28%,
O=Cc1ccc(OCc2ccc3c(c2)OCO3)cc1,-6%,.,.,4.5%,-3%,0.2%,1.2,44,.,.,-5%,0%,
S=C(NCC1CCCCC1)Nc1cccnc1,-5%,5,-8,1.3%,0%,0.1%,-0.5,54,i,4,-5%,-12%,
O=C(O)c1ccc(CNC(=O)C23CC4CC(CC(C4)C2)C3)cc1,-8%,.,.,1.1%,11%,0.2%,-1.0,51,.,.,-1%,0%,
COc1ccc(C(=O)Nn2cnnc2)cc1,-9%,-43,-43,0.8%,4%,0.1%,-0.6,68,i,-7,2%,-5%,
N#CCCc1cccc(CCC#N)c1,-6%,.,.,2.2%,1%,0.6%,-3.1,92,.,.,8%,6%,
CCc1nnc(NC(=O)c2cc(S(=O)(=O)N3CCCCC3)ccc2N2CCOCC2)s1,1%,-14,-11,3.0%,-5%,-0.2%,0.1,49,+,-2.6*,-2%,33%,
CCN(CC)S(=O)(=O)c1ccc(N2CCOCC2)c(NC(=O)c2ccc3ccccc3c2)c1,14%,16,-4,3.4%,-7%,0.5%,3.0,38,i,18,-7%,18%,
Cc1nc(Cl)c2c(n1)N(CC(N)=O)C(=O)CO2,-6%,-8,-32,2.0%,-2%,0.2%,-0.5,87,i,-5,-2%,-4%,
O=C1C2C3c4ccccc4C(c4ccccc43)C2C(=O)N1c1cccc2cccnc12 (centres undefined),-4%,-2,-55,-0.1%,10%,0.5%,-0.7,87,i,2,0%,-1%,
O=S(=O)(NNC(=S)NCC1CCCO1)c1cc(Cl)ccc1Cl (centres undefined),-4%,.,.,2.2%,8%,0.4%[50 µM],-1.2,54,.,.,-1%,0%,
CCn1cc(CNC(=O)CCSc2nc(-c3ccco3)cc(C(F)(F)F)n2)cn1,-4%,-8,-2,4.2%,-3%,.,0.6,81,i,11,.,2%,
O=C(NC1CCCC1)C(c1ccncc1)N(Cc1ccco1)C(=O)c1ccc(-c2ccccc2)[nH]1 (centres undefined),3%,-23,-19,-1.4%,-10%,1.1%,7.3,25,i,7,-13%,8%,
COc1ccc(/C=C/C(=O)Oc2cc(C)[nH]c(=O)c2[N+](=O)[O-])cc1OC,-1%,3,2,1.1%,5%,0.1%,-2.2,79,i,4,-3%,-10%,
CSc1nc(SCC(=O)NCc2ccco2)c2c3c(sc2n1)CN(C)CC3,.,2,6,11%,.,14%,1.6,63,i,0,3%,.,
CC(=O)Nc1ccc(S(=O)(=O)N2CCC(C(=O)N[C@@H](Cc3ccccc3)C(=O)O)CC2)cc1,-7%,.,.,0.9%,-10%,0.4%,-0.4,47,.,.,1%,12%,

# An excerpt from above in order of number of heavy atoms, falling:
SMILES,LYP inhibition,WT yeast gro inh,WT yeast gro inh mutant strain,RSV CPE inhibition,GPR35 antagonists,UTI89 phage lysis,NTR1 ag,NTR1 ag cell count 20 µM,Autophagy HCS,Autophagy HCS cell loss 18 h,NS5 inhibitors,AID2073,others
CC(=O)Nc1ccc(S(=O)(=O)N2CCC(C(=O)N[C@@H](Cc3ccccc3)C(=O)O)CC2)cc1,-7%,.,.,0.9%,-10%,0.4%,-0.4,47,.,.,1%,12%,
CCc1nnc(NC(=O)c2cc(S(=O)(=O)N3CCCCC3)ccc2N2CCOCC2)s1,1%,-14,-11,3.0%,-5%,-0.2%,0.1,49,+,-2.6*,-2%,33%,
CSc1nc(SCC(=O)NCc2ccco2)c2c3c(sc2n1)CN(C)CC3,.,2,6,11%,.,14%,1.6,63,i,0,3%,.,
Cc1nc(Cl)c2c(n1)N(CC(N)=O)C(=O)CO2,-6%,-8,-32,2.0%,-2%,0.2%,-0.5,87,i,-5,-2%,-4%,

# More records follow.
SMILES,LYP inhibition,WT yeast gro inh,WT yeast gro inh mutant strain,RSV CPE inhibition,GPR35 antagonists,UTI89 phage lysis,NTR1 ag,NTR1 ag cell count 20 µM,Autophagy HCS,Autophagy HCS cell loss 18 h,NS5 inhibitors,AID2073,others
COc1cc(C2C(C#N)=C(N)Oc3c2ccc2ccccc32)ccc1OCC(=O)Nc1ccccc1C (centres undefined),5%,20,20,-2.4%,-11%,-0.2%,1.1,55,i,35,?,19%,
CCOc1cc2[nH]c(=S)n(CCC(=O)NCc3ccco3)c(=O)c2cc1OCC,-3%,10,25,0.8%,-2%,0.1%,1.6,60,i,-8,2%,41%,
CCC(=O)N/C(=N/c1nc(C)cc(C)n1)Nc1ccc(C)cc1,-2%,.,.,1.8%,1%,-0.1%,6.6,60,.,.,-7%,11%,
CCc1nnc(NC(=O)CSc2nnc(COc3ccccc3)n2Cc2ccccc2)s1,-12%,28,12,0.6%,6%,0.0%,-2.2,98,i,7,-5%,7%,NS5 inhibitors pilot replicate=-5.2
CCOc1ccccc1NC(=O)Nc1ccon1,-8%,.,.,5.5%,5%,0.6%,-0.5,48,.,.,-6%,17%,
Cc1cc(C)cc(C(N)=Nc2cccc(C#N)c2)c1,3%,.,.,-0.5%,-3%,0.4%,-0.1,80,.,.,-4%,5%,
Cc1cccc(NC(=S)N2CCC(NC(=O)c3ccco3)CC2)c1,-3%,.,.,1.4%,1%,-0.8%,2.1,43,.,.,-4%,-7%,
O=C(c1cccc(Cl)c1)N1CCC(=O)N(C(COCc2ccccc2)Cc2ccccc2)CC1 (centres undefined),0%,22,-12,3.8%,-10%,-2.3%,14,79,i,-42,-8%,23%,
CC1=C(C(=O)OCCc2ccccc2)C(c2ccsc2)NC(=O)N1C (centres undefined),-5%,17,11,10%,5%,0.0%,-1.7,62,i,2,-3%,0%,
NC(=O)c1ccsc1NC(=O)COC(=O)/C=C/c1ccccc1,.,.,.,-0.5%,.,1.8%[50 µM],16,56,.,.,5%,.,
CC(=O)Nc1ccc(NC(=O)CCCCCn2nnc3ccccc3c2=O)cc1,-13%,.,.,0.9%,4%,1.7%[50 µM],0.7,100,.,.,-10%,0%,
CC1Cc2ccccc2N1C(=O)CSc1nnnn1-c1ccc2c(c1)OCCO2 (centres undefined),2%,.,.,?,19%,0.3%,2.9,47,i,4,-1%,14%,
CNC(=O)c1c(O)c2cccc3c2n(c1=O)CC3,.,.,.,21%,.,0.1%,-1.4,24,i,-7,0%,.,
O=C(Cc1cccs1)N/N=C/c1ccccc1,-9%,.,.,-2.7%,5%,.,-0.5,44,.,.,.,9%,
CC(C)[C@H](NC(=O)N1CC(=O)Nc2ccccc21)C(=O)N[C@@H](C(=O)O)c1ccccc1,-2%,.,.,0.7%,4%,0.2%,-0.3,45,.,.,-3%,4%,
COc1ccc(NC(=O)COC(=O)c2ccc(C)c(S(=O)(=O)N3CCCCC3)c2)cc1,.,.,.,2.4%,.,0.6%[50 µM],0.6,58,.,.,-7%,.,
COCc1nnc(NC(=O)CS(=O)(=O)Cc2ccccc2)s1,-4%,-3,-9,1.5%,5%,0.9%,-0.9,89,i,-6,-1%,8%,
CC(C)C(OC(=O)c1cccs1)C(=O)NC1CCCCC1 (centres undefined),-3%,-10,9,0.3%,-24%,0.2%,-1.8,87,i,-7,-1%,-2%,
NNC(=O)c1csc(-c2cccc(C(F)(F)F)c2)n1,-2%,6,-7,9.0%,15%,0.3%,2.3,57,i,17,0%,8%,
COc1ccc(/C=C(/C#N)C(=O)Nc2ccc(O)cc2)cc1C(=O)O,0%,-10,-1,1.5%,-14%,0.3%,1.4,43,i,-3,-7%,11%,
Cc1cccc(C)c1OCc1cc(C(=O)N(C)Cc2nc3ccccc3[nH]2)no1,-8%,.,.,7.9%,4%,-0.1%,-0.1,51,.,.,4%,9%,
CC1=C(C#N)C(=O)NC(C)(C)C1,-9%,-13,-3,2.9%,2%,0.3%,2.0,22,i,1,-2%,-6%,
O=C1N(C2CCCC2)C[C@@H]2C[C@@H](c3cccn3-c3nccs3)N3CCC[C@@]123,-4%,3,9,4.1%,4%,0.0%,0.7,27,i,9,-12%,33%,
COc1ccccc1OCCn1cc(/C=N/NC(=O)c2ccncc2)c2ccccc21,-8%,.,.,0.8%,-2%,-1.9%,5.0,45,.,.,2%,11%,

# Source: PubChem (several laboratories)
